C2C12 statin: suppressors of simvastatin-induced myotoxicity in C2C12 myotubes. ATP luminescence, 48 h; scaled: DMSO 0, geranylgeraniol control 100. rescue of ATP level, % at 7.49 µM. hit rate 0.78% among 330,000;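 active = mean ATP rescue above about 67%, or every replicate alone reaching that limit, limit read from the data, passing the limit was not always enough; inconclusive = no clear call, values can overlap the other calls; inactive = mean under the limit and some replicate under it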;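 also: myotubes were challenged with 10 µM simvastatin during compound exposure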
ARNT TACC3 PPI: ARNT/TACC3 interaction disruption; inhibition, % at 9.99 µM; hit rate 0.66% among 390,000; AlphaScreen His-ARNT PAS-B/GST-TACC3 binding, luminescence; TACC3 fragment carries E629A point mutation; Q9Y6A5;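 active = mean inhibition of replicates at least 50% and at least half of replicates each reaching 50%; inconclusive = half or more replicates reach 50% but mean below 50%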;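 also: 0% = complete ARNT plus TACC3 wells and 100% = ARNT alone without TACC3; many hits fall short of the cut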
PglD DTNB: PglD (C. jejuni) enzyme inhibition; purified PglD enzyme, DTNB colorimetric CoA detection; inhibition, % at 12.5 µM; hit rate 0.098% among 360,000; AID 602405; in the data active = inhibition above about 16%, passing the limit was not always enough; inconclusive = no clear call, values can overlap the other calls; also: strong numbers were not always called active
Cneo AK release: Cryptococcus neoformans lysis via adenylate kinase release | C. neoformans lysis, adenylate kinase release luminescence, 4 h; normalised: neutral wells 0, clomiphene wells 100 | lysis activity, % at 15 µM | hit rate 0.2% among 360,000 | AID 651654;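 active = mean lysis activity across replicates of at least 80%, whatever share of replicates individually reach that level; inactive = mean lysis activity below 80%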
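Material: C. neoformans cells | Amount: Yeast cell density of 5 × 10^6 cells/mL | Medium: Fresh YPD growth medium | Dosing: Single dose | Times: Static 4 h at 37 °C with compound, 1 h detection | Detection: AK luminescence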
PGC1a acetyl inh: lowers PGC1a acetylation signal in U2OS cells; hit rate 0.17% among 350,000; AlphaScreen anti-acetyl-lysine; with virally co-expressed GCN5 acetyltransferase; inhibition, % at 15.6 µM;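 active = every replicate shows inhibition of at least 40%; inconclusive = mean inhibition at least 40% but some replicate below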;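 also: 0% = neutral control wells and 100% = positive control wells; some results beyond the cut were filed as inactive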
* marks the source's active call; other numbers are inactive results; ? = inconclusive; / = not tested or not shown. This is a subset, so the mix of outcomes need not match the whole.

SMILES	C2C12 statin	ARNT TACC3 PPI	PglD DTNB	Cneo AK release	PGC1a acetyl inh
CCCS(=O)(=O)NC(=O)C1(C)CCCN(C(=O)c2cccc(C)c2C)C1 (configuration not stated)	4	/	2	1	/
Cc1c(C(=O)N2CCCC2)sc(NC(=O)c2ccco2)c1C#N	12	/	5	2	/
CCCC(=O)N1CCC1(C)C(=O)Nc1ccc(-n2cccc2)cc1 (configuration not stated)	2	/	-2	3	/
O=S1CC/C(=N\O)c2ccccc21 (configuration not stated)	14	/	5	-2	/
O=C(NCc1ccccc1Cl)c1ccc2nc([C@@H]3O[C@H](CO)[C@H](O)[C@H](O)[C@H]3O)[nH]c2c1	4	/	-2	1	/
NC(=S)NN=C1CSSC1	-84	/	2	10	/
COc1ccc(NS(=O)(=O)c2ccc3oc4ccccc4c3c2)cn1	-2	/	-1	17	/
CCCS(=O)(=O)NC(=O)C1(C)CCCN(C(=O)c2cc(OC)ccc2Br)C1 (configuration not stated)	9	/	1	2	/
CCOC(=O)c1nn(-c2ccc(F)cc2)c(-c2ccccc2)c1C(=O)c1ccccc1	-3	/	-3	-7	/
O=C(Nc1ccc2c(c1)OCO2)c1csc(COCCO)n1	11	/	0	0	/
O=C(NC(c1ccc(-c2ccccc2)cc1)c1cnccn1)C1CCN(Cc2cccc(C(F)(F)F)c2)CC1 (configuration not stated)	-16	/	-2	-3	/
CC(=O)/C(=C/N(C)C)Sc1ccc(C)cc1	25	/	6	0	/
CCc1nc2c(OCc3c(C)noc3C)cccn2c1N(C)C(=O)c1ccccc1F	13	/	1	0	/
CCCC(=O)N1CCC1(C)C(=O)Nc1cc(OC)ccc1OC (configuration not stated)	5	/	-2	1	/
CCCS(=O)(=O)NC(=O)C1(C)CCN(C(=O)c2ccccc2C(F)(F)F)C1 (configuration not stated)	6	/	-2	2	/
CC1(C(=O)Nc2ccc(Cl)c(Cl)c2)CCN1C(=O)Cc1ccc(-c2ccccc2)cc1 (configuration not stated)	0	/	-2	0	/
COc1ccc(-c2nc(CS(=O)CC(=O)NCc3ccc(C)cc3)c(C)o2)cc1OC (configuration not stated)	12	/	1	1	/
CC(C)C(=O)N1CCC1(C)C(=O)Nc1ccc2[nH]ccc2c1 (configuration not stated)	7	/	-5	0	/
O=C(NC(=S)/C(=C1\CCCCCN1)[N+](=O)[O-])c1ccccc1	2	/	-4	-4	/
OC(Cc1ccccc1)c1ncc(-c2ccc3ccccc3c2)[nH]1 (configuration not stated)	-11	/	0	1	/
CC1(Cc2ccccc2C#N)C(=O)Nc2ccc(-c3ccc4[nH]ccc4c3)cc21 (configuration not stated)	-23	/	-5	-2	/
COc1ccc(-c2nc(C#N)c(N3CCc4ccccc4C3)o2)cc1OC	-8	/	-4	0	/
Cc1csc(NC(=O)C2(C)CCN2C(=O)C(C)C)c1C#N (configuration not stated)	0	/	-4	1	/
Cc1cc(OC(=O)c2c(Cl)cc(Cl)cc2Cl)nc(C)n1	-2	/	1	0	/
CCS(=O)(=O)CCSc1nc(C)cc(C)n1	-8	/	-2	1	/
O=C1c2sc3nc4ccccc4n3c2C(=O)N1c1ccccc1Cl	13	4	/	/	-35
COCCn1c(SCCCC(=O)c2ccc(Br)cc2)nnc1-c1ccncc1	11	-7	/	/	7
Clc1cccc(NCc2nnc(SCc3ccccc3Cl)o2)c1	33	-5	/	/	-1
CS(=O)(=O)N(CC(=O)Nc1ccccc1Sc1ccccc1)c1ccc(F)cc1	0	-3	/	/	-20
Cc1cc(=O)oc2cc(OCC(=O)OCC(=O)N3CCc4ccccc43)ccc12	22	-1	/	/	-36
CC(=O)Nc1ccc(C2=NNC(=Nc3cccc(S(=O)(=O)N(C)C)c3)SC2)cc1	-127	-16	/	/	-5
Cc1ccccc1C(=O)c1cccn1CC(=O)N1CCCCCC1	16	-14	/	/	-11
Cc1cccc2sc(NC(=O)CSCc3ccccc3)nc12	-2	1	/	/	1
CCCCCOCC1CC(C/C(C)=N/Nc2nc(-c3ccccc3)cs2)C(=O)O1 (configuration not stated)	8	0	/	/	-11
Cc1cc(C)c(S(=O)(=O)NCC(=O)O)cc1C	39	-1	/	/	10
Cc1ccc(S(=O)(=O)N2CCCC2C(=O)Nc2cc(C)on2)cc1 (configuration not stated)	6	-9	/	/	-17
O=[N+]([O-])c1ccc(-c2csc3[n+]2CCS3)cc1	13	-1	/	/	-18
CCCCOc1ccc(Br)cc1/C(C)=N/NC1=NCCN1	?	18	/	/	21
CC(=O)Nc1ccc(NC(=O)C2CCCN(c3nnc(-n4cccc4)s3)C2)cc1 (configuration not stated)	3	-9	/	/	12
Cc1ccc2nc(/C(C#N)=C/c3cn[nH]c3-c3ccc(F)cc3)[nH]c2c1	-35	-2	/	/	-17
CCOc1ccccc1C1CC(=O)NC(SCC)=C1C#N (configuration not stated)	9	0	/	/	-8
COc1ccc(-n2nnc3c(SCC(=O)NCC4CCCO4)ncnc32)cc1 (configuration not stated)	15	6	/	/	5
COc1ccc2c(c1OC)C(=O)OC2c1c(O)nc(SC)n(-c2ccccc2)c1=O (configuration not stated)	12	4	/	/	-4
Brc1ccc(C2=CC(c3ccco3)n3ncnc3N2)cc1 (configuration not stated)	16	2	/	/	-3
COc1cc2ccccc2cc1C(=O)Nc1ccc(S(=O)(=O)Nc2cc(C)on2)cc1	2	-1	/	/	12
Cc1ccc(C)n1Cc1ccc(C(=O)O)cc1	20	-7	/	/	12
O=C(Nc1ccccc1C(F)(F)F)C1CC(=O)N(c2ccccc2F)C1 (configuration not stated)	0	-22	/	/	2
CCc1c(C)nc2cc(-c3cccs3)[nH]n2c1=O	-8	3	/	/	5
Cc1cc2cc(CN(CCN3CCOCC3)C(=O)Nc3ccccc3F)c(=O)[nH]c2cc1C	7	1	/	/	-28
CCCCCOc1ccc(OC(=O)c2ccncc2)cc1	-15	-1	/	/	-5

Gathered by group, those above containing a Cl atom (5)
SMILES	C2C12 statin	ARNT TACC3 PPI	PglD DTNB	Cneo AK release	PGC1a acetyl inh
O=C(NCc1ccccc1Cl)c1ccc2nc([C@@H]3O[C@H](CO)[C@H](O)[C@H](O)[C@H]3O)[nH]c2c1	4	/	-2	1	/
CC1(C(=O)Nc2ccc(Cl)c(Cl)c2)CCN1C(=O)Cc1ccc(-c2ccccc2)cc1 (configuration not stated)	0	/	-2	0	/
Cc1cc(OC(=O)c2c(Cl)cc(Cl)cc2Cl)nc(C)n1	-2	/	1	0	/
O=C1c2sc3nc4ccccc4n3c2C(=O)N1c1ccccc1Cl	13	4	/	/	-35
Clc1cccc(NCc2nnc(SCc3ccccc3Cl)o2)c1	33	-5	/	/	-1

In the list so far, these contain a nitro group on carbon:
SMILES	C2C12 statin	ARNT TACC3 PPI	PglD DTNB	Cneo AK release	PGC1a acetyl inh
O=C(NC(=S)/C(=C1\CCCCCN1)[N+](=O)[O-])c1ccccc1	2	/	-4	-4	/
O=[N+]([O-])c1ccc(-c2csc3[n+]2CCS3)cc1	13	-1	/	/	-18

Next entries.
SMILES	C2C12 statin	ARNT TACC3 PPI	PglD DTNB	Cneo AK release	PGC1a acetyl inh
CSc1ccc(S(=O)(=O)Nc2ccc(F)cc2)cc1	93*	-11	/	/	-8
N#Cc1ccccc1NCc1ccccc1	9	-3	/	/	0
C[C@H](NC(=O)Nc1cccc(C(F)(F)F)c1)C(=O)O	34	5	/	/	-2
CCOc1ccc(NC(=O)CCn2cccc2)cc1	-12	-120	/	/	0
COc1cccc(C(C(=O)NC2CCCC2)N(C(=O)c2ccco2)C2CC2)c1OC (configuration not stated)	20	-7	/	/	-9
Cn1c(Cc2ccccc2)nnc1SCC(=O)c1cccs1	16	-1	/	/	-22
Cc1ccc(S(=O)(=O)N2CCN(S(=O)(=O)N3CCCCC3)CC2)cc1	5	-1	/	/	6
COc1ccc(-c2ccc(-c3noc(-c4cccs4)n3)c(OC)n2)cc1	11	-3	/	/	-8
CCCCn1c(N)c(N(CCC(C)C)C(=O)CSc2nnc3ccccn23)c(=O)[nH]c1=O	8	-1	/	/	-8
O=C(CSc1nnc(Cc2ccccc2)o1)Nc1ccc2c(c1)OCO2	56	0	/	/	-6

Exported bar-delimited: entries from further up.
Structure | C2C12 statin | ARNT TACC3 PPI | PglD DTNB | Cneo AK release | PGC1a acetyl inh
COc1ccc(-c2ccc(-c3noc(-c4cccs4)n3)c(OC)n2)cc1 | 11 | -3 | / | / | -8
Cc1ccc(S(=O)(=O)N2CCN(S(=O)(=O)N3CCCCC3)CC2)cc1 | 5 | -1 | / | / | 6
O=C(CSc1nnc(Cc2ccccc2)o1)Nc1ccc2c(c1)OCO2 | 56 | 0 | / | / | -6

New compounds follow:
SMILES	C2C12 statin	ARNT TACC3 PPI	PglD DTNB	Cneo AK release	PGC1a acetyl inh
Cn1c(=O)c2[nH]c(CN3CCN(Cc4ccccc4)CC3)nc2n(C)c1=O	11	3	/	/	-3
Cc1nn(C)c(Oc2cccc(Cl)c2)c1C(=O)Nc1ccc(F)cc1F	31	-7	/	/	-26
CN(C)C(=O)N1CCC(C(=O)NCc2ccccc2Cl)CC1	8	-3	/	/	-11
O=C(O)c1ccc(COc2ccc3c4c(c(=O)oc3c2)CCC4)o1	6	-4	/	/	5
O=C(Nc1cccc(OCC(=O)N2CCOCC2)c1)C1CCCCC1	31	4	/	/	-4
O=C(CN1C(=O)C2(OCCO2)c2ccccc21)c1ccc(Cl)cc1	0	2	/	/	2
CCOC(=O)N1CCN(c2cc3nccnc3cc2F)CC1	?	-7	/	/	6
N#CC12C(N)=NC3(OCCO3)C1(C#N)C1=C(CCC1)NC2c1ccccc1 (configuration not stated)	-5	10	/	/	-9
C=CCOC(=O)C1=C(C)NC(=O)NC1C1CC=CCC1 (configuration not stated)	117*	-5	/	/	2
Cc1cc(C(F)(F)F)nn1CC(=O)N1CCCCC1C (configuration not stated)	7	-6	/	/	-2
NC(=O)C1CCN(C(=O)COc2ccc3ccccc3c2)CC1	-5	-8	/	/	-7
O=C(COC(=O)c1ccccc1-c1ccccc1[N+](=O)[O-])c1ccccc1	14	-2	/	/	-13
CC(=O)c1ncnn1CC(=O)c1ccc(Cl)cc1Cl	-1	1	/	/	3
COCCNC(=O)CSc1nc(-c2ccc(OC)c(OC)c2)cc(C(F)(F)F)n1	21	-4	/	/	6
Cc1cc(NC(=O)CSc2nnc(Nc3ccccc3)s2)no1	-6	6	/	/	1
Cc1ccc(C2C3CSCC=C3C(C#N)=C(N)C2(C#N)C#N)cc1 (configuration not stated)	7	2	/	/	-5
Cc1ccc(-n2nnnc2SCCNS(=O)(=O)c2ccccc2)cc1C	10	-2	/	/	-30
Cc1cc(C(F)(F)F)nc(SCC(=O)NC2CC3CCC2C3)n1 (configuration not stated)	-1	-10	/	/	3
O=C(NCCCn1ccnc1)c1cccc(S(=O)(=O)Nc2ccccc2F)c1	3	-2	/	/	-7
CCOc1ccccc1Nc1nc(N)nc(CSc2nncn2C)n1	-4	6	/	/	-3
O=C(Nc1cccc(Cl)c1Cl)c1ccc(-c2ccccc2)cc1	-12	-16	/	/	-8
C1=Nc2c(NCc3ccccc3)ncnc2Oc2ccccc21	4	7	/	/	-6
O=C(NCCc1ccccc1)C1CCN(S(=O)(=O)c2ccc(-n3cnnn3)cc2)CC1	3	6	/	/	-21
O=C(Nc1cccc(F)c1)c1cccc(S(=O)(=O)N2CCOCC2)c1	-10	-9	/	/	-5
O=C(Cn1cnc2ccccc21)NCCCN1CCOCC1	-31	-5	/	/	6
COc1ccc(/C=N/Nc2nc(C)c([N+](=O)[O-])c(N(C)c3ccccc3)n2)cc1OC	2	-32	/	/	-3
O=C(c1ccc(F)cc1)c1ccc(N2CCCC2)cc1	-1	-20	/	/	6
CN(C(=O)Cn1nnc(-c2cccc(C(F)(F)F)c2)n1)C1CCCCC1	0	2	/	/	-4
O=C(CCSc1nnc(-c2ccncc2)o1)Nc1cccc2ccccc12	17	-5	/	/	-5
Nc1cccc(Nc2nc(OC(C(F)(F)F)C(F)(F)F)nc(OC(C(F)(F)F)C(F)(F)F)n2)c1	-7	3	/	/	4
COc1ccc(C2Nc3ccccc3C(=O)N2O)cc1OC (configuration not stated)	-6	7	/	/	0
CN(C(=O)COC(=O)c1ccccc1Nc1ccccc1)C1CCS(=O)(=O)C1 (configuration not stated)	7	-9	/	/	4
CS(=O)(=O)N(CCc1ccccc1)CC(=O)NCc1ccccn1	8	1	/	/	5
CCOc1ccc(-c2nc(CSCC(=O)NCCN3CCOCC3)c(C)o2)cc1	102*	-6	/	/	10

Screening data: PubChem, Broad Institute
